Bioassay records as filed in PubChem BioAssay.
PNC inhibitor = perinucleolar compartment assembly inhibition. PC3M PTB-GFP, PNC prevalence imaging, 16 h; stronger effect = lower value. activity change (PNC), negative = inhibition, % at 10 µM. actives 3.1% (n = 140,000);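 active means readout at or below -70, meaning at least 70% loss of cells showing the perinucleolar compartment, a nuclear body marking cancer cells; inconclusive means readout between -30 and a set limit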;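 further: plate controls were DMSO wells for no effect and camptothecin positive control wells for full effect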
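Compounds are pinned in duplicate onto adhered PC3M cells stably expressing GFP-tagged PTB and incubated 16 h at 37 C. Cells are then fixed, nuclei stained with Hoechst, and PNC-positive cells counted.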
ALOX12 inhib = 12-hLO (ALOX12) enzyme inhibition. actives 0.12% (n = 150,000). P18054. Potency, µM (doses to about 57.1 µM), inactives show top-dose activity change, negative = inhibition, hits mostly inhibitors. purified 12-hLO, xylenol orange hydroperoxide absorbance. AID 1452; further: potency means the concentration at half of the fitted maximal effect; nearly all actives have a fitted effect of over 55% in size; many of its hits are not listed in these tables
Target sequence (P18054 whole entry, looked up): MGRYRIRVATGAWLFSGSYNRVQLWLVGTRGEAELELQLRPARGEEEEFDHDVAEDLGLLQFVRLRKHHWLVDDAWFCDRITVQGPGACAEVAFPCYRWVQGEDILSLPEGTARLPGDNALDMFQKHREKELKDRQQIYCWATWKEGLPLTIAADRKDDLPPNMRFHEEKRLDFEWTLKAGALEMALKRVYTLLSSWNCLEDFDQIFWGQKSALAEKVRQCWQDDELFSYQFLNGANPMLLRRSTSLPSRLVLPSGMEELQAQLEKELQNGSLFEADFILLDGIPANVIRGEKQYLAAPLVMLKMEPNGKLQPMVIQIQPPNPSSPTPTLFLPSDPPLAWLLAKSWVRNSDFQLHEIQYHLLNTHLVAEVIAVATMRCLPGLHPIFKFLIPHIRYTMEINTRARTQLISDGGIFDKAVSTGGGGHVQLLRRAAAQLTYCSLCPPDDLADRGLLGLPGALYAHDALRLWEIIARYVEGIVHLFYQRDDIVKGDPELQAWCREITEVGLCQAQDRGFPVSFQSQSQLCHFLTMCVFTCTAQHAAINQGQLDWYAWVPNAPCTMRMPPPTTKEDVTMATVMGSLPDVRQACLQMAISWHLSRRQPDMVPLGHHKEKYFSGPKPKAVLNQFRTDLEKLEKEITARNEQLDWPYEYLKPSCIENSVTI
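Xylenol orange chromogenic assay: hydroperoxide from 12hLO oxidises Fe(II), giving red-shifted Fe(III)-XO absorbance. Conditions: 150 nM enzyme, 40 uM arachidonic acid, 25 mM Hepes pH 7.0, 0.01% Triton X-100, 30 min, room temperature.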
15-hLO-2 inh = blocks human 15-lipoxygenase 2 activity | O15296 | purified 15hLO-2, xylenol orange hydroperoxide absorbance | Potency, µM (series often up to 57.1 µM), for inactives: top-dose activity change, negative = inhibition, hits mostly inhibitors | actives 0.56% (n = 110,000); further: potency means the concentration at half of the fitted maximal effect; nearly all actives have a fitted effect of over 60% in size; many of its hits are not listed in these tables
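Purified human 15hLO-2 (50 nM final) preincubated with compounds 15 min at room temperature in 25 mM Hepes pH 7.5, 0.01% Triton X-100, then 45 uM arachidonic acid added for 90 min; hydroperoxide detected via ferrous/xylenol orange, 573/405 nm absorbance ratio.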
IMPase inh = IMPase inhibition in cells; P97697; CHO-M1 cells, IP1 accumulation, HTRF TR-FRET ratio; inhibition (IP1 accumulation), % at 46.1 µM; 120,000 tested, under 10 active; active means well fitted curve in the direction sought with a large enough effect in the signal ratio, not every such curve was filed as active; inconclusive means small, poorly fitted or top-dose-only effect, or a change in a side signal; inactive means no such curve, though single readings can be large or run the other way; the % refers to the signal ratio;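 further: cells stimulated with carbachol in lithium chloride buffer; plate controls were DMSO basal wells for no effect and reference inhibitor wells for full effect; higher means more IMPase inhibition seen as more IP1 and lower FRET ratio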
Target sequence (P97697 whole entry, looked up): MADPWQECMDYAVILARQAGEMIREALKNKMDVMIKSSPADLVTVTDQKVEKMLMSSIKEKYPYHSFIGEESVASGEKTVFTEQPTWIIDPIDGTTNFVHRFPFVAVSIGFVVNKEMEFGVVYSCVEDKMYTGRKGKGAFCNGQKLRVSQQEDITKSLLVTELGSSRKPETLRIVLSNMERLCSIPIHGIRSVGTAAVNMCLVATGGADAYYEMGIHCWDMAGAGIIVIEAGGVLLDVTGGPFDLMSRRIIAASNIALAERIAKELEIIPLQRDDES
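Seeded CHO-M1 cells were dosed with compound at up to 46 uM, stimulated with carbachol for 30 min, then lysed in IP-One detection reagents. Higher IP1 lowers the TR-FRET signal.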
Active calls of the source: *; ? = inconclusive; . = not tested or not shown; [ ] = dose if it differs, or a comment. Unless noted, the call rests on the fitted dose curve; in most records, active means well fitted curve in the direction sought with a large enough effect; inconclusive means small, poorly fitted or top-dose-only effect, or another doubt; inactive means no such curve, though single readings can be large; an effect the other way counts as inactive or inconclusive. Unless noted, on the % scale 0 is the no-effect control and ±100 the full control effect. The list is partial (hit frequency here may not be typical).

SMILES	PNC inhibitor	ALOX12 inhib	15-hLO-2 inh	IMPase inh
Cn1c(=O)n(Cc2ccc(Cl)cc2)c2ccccc21	?	-7%	-5%	5
CCn1c(CC(=O)Nc2ccc(C)cc2)nnc1SCC(=O)N1CCN(c2ccccc2)CC1	41	-4%	3%	-6
COCC(=O)N(C)c1nnc(-c2cnccn2)s1	-17	3%	4%	3
c1ccc(-n2ncc3c2ncn2c(C4CCCCC4)nnc32)cc1	22	-4%	-5%	4
CC1(C)CC(=O)C(C=NCCCN2CCOCC2)=C(O)C1	?	-4%	8%	-4
COc1cccc(/C=c2/s/c(=C(\C#N)C(=O)N3CCOCC3)n(-c3ccccc3)c2=O)c1	26	-11%	-6%	-19
O=C(/C=C/c1ccccc1)N1CCN(CC(O)COc2ccccc2)CC1 (stereo not given)	?	-1%	7%	11
O=C1Nc2ccccc2C(O)(C(=O)NCc2ccc3c(c2)OCO3)N1c1ccccc1 (stereo not given)	-12	-2%	2%	15
COc1ccc(CC(C#N)(CO)c2nc3ccccc3[nH]2)cc1 (stereo not given)	-12	-1%	.	14
Cc1ccc(C(=O)NCCc2nnc(SCC(=O)Nc3nc(-c4ccccc4)cs3)n2C)cc1	-11	-1%	.	1
Cc1ccc2nc(C(C)O)[nH]c2c1 (stereo not given)	66	-1%	-4%	1
O=C(Nc1ccccc1)OCCNC(=O)c1ccccc1	-21	-3%	-2%	6
Cn1c(NC(=O)c2cccs2)cc(=O)n(C)c1=O	16	6%	4%	1
COc1cc(C(=O)NC2=NCCS2)cc(OC)c1OC	14	-5%	3%	2
Cc1cnc(NC(=O)COc2ccccc2)s1	12	4%	2%	-1
COc1ccc(NC(=O)CCCC2CCCCC2)cc1S(=O)(=O)N1CCCCC1	?	1%	.	.
CCOC(=O)c1c(NC(=O)Cc2cccs2)sc(C)c1C	4	-8%	-16%	6
COC(=O)C1=C(C)NC(=O)NC1c1cc(Cl)ccc1OC (stereo not given)	?	1%	-4%	3
CO/C([O-])=N/c1c[n+](-c2ccc(C)cc2)no1	-19	-6%	-14%	-2
COc1cccc(OCC(O)CN2CCN(CCO)CC2)c1 (stereo not given)	32	0%	5%	-7
Cc1cccc(NC(=O)CN(C)S(=O)(=O)c2cccs2)c1	24	-2%	-1%	-3
COC(=O)CSc1nnc(CSc2nc(C)cc(C)n2)n1Cc1ccco1	-29	0%	4%	-3
CCC(c1nnnn1Cc1ccco1)N(CCc1ccccc1)Cc1cc2ccc(OC)cc2[nH]c1=O (stereo not given)	-9	?	-1%	-12
CCc1cc2cc3c(cc2nc1SCC(=O)Nc1nnc(C)s1)OCCO3	?	9%	-16%[11.4 µM]	19[1.84 µM]
COc1ccc(CCNc2nc3ccccc3n3nnnc23)cc1OC	2	-4%	-12%	1

Part of the list above in order of count of non-hydrogen atoms, lowest first.
SMILES	PNC inhibitor	ALOX12 inhib	15-hLO-2 inh	IMPase inh
CO/C([O-])=N/c1c[n+](-c2ccc(C)cc2)no1	-19	-6%	-14%	-2
CCOC(=O)c1c(NC(=O)Cc2cccs2)sc(C)c1C	4	-8%	-16%	6
CCc1cc2cc3c(cc2nc1SCC(=O)Nc1nnc(C)s1)OCCO3	?	9%	-16%[11.4 µM]	19[1.84 µM]

Full records from above. Screens in order: PNC inhibitor, ALOX12 inhib, 15-hLO-2 inh, IMPase inh
Cc1ccc2nc(C(C)O)[nH]c2c1 (stereo not given) as listed: 66, -1%, -4%, 1
Cn1c(NC(=O)c2cccs2)cc(=O)n(C)c1=O as listed: 16, 6%, 4%, 1
COc1cc(C(=O)NC2=NCCS2)cc(OC)c1OC as listed: 14, -5%, 3%, 2
COc1cccc(OCC(O)CN2CCN(CCO)CC2)c1 (stereo not given) as listed: 32, 0%, 5%, -7
COc1ccc(CC(C#N)(CO)c2nc3ccccc3[nH]2)cc1 (stereo not given) as listed: -12, -1%, ., 14

Next part.
SMILES	PNC inhibitor	ALOX12 inhib	15-hLO-2 inh	IMPase inh
O=c1c2[nH]c3ccccc3c2ncn1CCC1=CCCCC1	-3	0%	-14%	2
COC(=O)C1=C(C)NC(C)=C(C(=O)OC)C1c1ccc(N(C)C)cc1	?	-2%	6%	-9
COc1cc2cc(CN(Cc3cccs3)C(=S)Nc3cccc(C)c3)c(=O)[nH]c2cc1OC	-113*	-1%	.	.
Cc1ccc(C(=O)NNC(=O)CCN2C(=O)C3CCCCC3C2=O)cc1 (stereo not given)	-16	2%	.	.
CCCCSC(=O)Nc1ccccc1	?	1%	-9%	2
CCC(C)[C@H](NC(=O)NCc1cccs1)C(=O)O (stereo not given in full)	28	-1%	8%	-12
CCCSc1cc(N2CCOCC2)nc(-c2ccccc2Cl)n1	12	1%	11%	6
O=C1/C(=C/c2cccnc2)SC(=S)N1c1ccccc1	26	2%	.	1
COc1ccccc1NS(=O)(=O)c1cccc(C(=O)N/N=C(\C)c2ccc(-n3ccnc3)cc2)c1	?	0%	29%	6
O=C(OCC(=O)N1CCCC1)c1ccco1	25	-1%	-3%	-10
Cc1cc(S(=O)(=O)N(Cc2ccc(F)cc2)CC2CCCO2)ccc1-n1cnnn1 (stereo not given)	27	-2%	0%	1
O=C(NCCc1ccccc1)C(c1cccs1)N(C(=O)CCl)c1ccc(Cl)cc1 (stereo not given)	?	-6%	.	11
O=C(N=Nc1c(O)[nH]c2ccc(Br)cc12)c1ccccc1-n1cccc1	?	-8%	-17%	0
COc1ccc(Cc2nc(-c3ccc(-n4cccc4)cc3)no2)cc1	11	7%	.	-5
O=C(Cc1cccc2ccccc12)N/N=C/c1ccc(Sc2cccc3cccnc23)o1	18	-3%	-10%	4
O=[N+]([O-])c1ccc(C2CNC(c3ccccc3)O2)cc1 (stereo not given)	?	6%	.	14[0.0738 µM]
Cc1cccc(C)c1NC(=O)CSCC(=O)c1ccc(O)c(O)c1	?	?	?	-12
COc1cccc(-c2ccc3ncnc(NC4CCNCC4)c3c2)c1	.	11%	64%[activator]	.
COc1cccc(NC(=O)Cn2c(=O)n(-c3ccccc3)c(=O)c3oc4ccccc4c32)c1	-20	-3%	.	.
CCOc1ccc(C(=O)NCC(=O)OCc2c(F)cccc2Cl)cc1OCC	12	0%	.	-6
O=C(N1CCN=C1SCc1cccnc1)C12CC3CC(CC(C3)C1)C2	?	-3%	27%	2
Cc1nc(=O)c(-c2ccccc2)c(C)n1CC1CCCO1 (stereo not given)	31	0%	2%	-2
CS(=O)(=O)N1CCCC(C(=O)NCCCN2CCOCC2)C1 (stereo not given)	?	0%	5%	4
O=C(NCc1ccccc1)/C(=C/c1ccc(OC(F)F)cc1)c1ccccc1	37	0%	.	1
O=C(c1ccco1)N1CCN(S(=O)(=O)N2CCOCC2)CC1	20	4%	-6%	-4
Further structures follow:
SMILES	PNC inhibitor	ALOX12 inhib	15-hLO-2 inh	IMPase inh
CCn1cc(C(=O)NCc2ccccn2)c(=O)c2cc(S(=O)(=O)N3CCCCC3)ccc21	-19	-1%	6%	12
CCCC1CC(C(=O)N[C@H](C(C)O)C2OC(SC)[C@@H](O)C(O)C2O)N(C)C1 (stereo not given in full)	.	3%	-2%	.
CC(=O)N1CCC2(CC1)C(C#N)=C(N)Oc1c2sc2nc(C)cc(C)c12	16	-2%	-10%	-5
COc1ccc2c(c1)CCc1c(-c3noc4c3CCc3cc(OC)ccc3-4)noc1-2	.	2%[11.4 µM]	-6%[11.4 µM]	.
COc1ccc(C2N(c3ccccc3)C(=S)N3CCCN23)cc1 (stereo not given)	-13	3%	.	.
COC(=O)CNC(=O)COC(=O)C(Cc1ccccc1)NC(=O)c1ccco1 (stereo not given)	-115*	6%	9%	8
COCC(=O)N1CCC2(CCCN(c3cccc(-c4ccccc4)c3)C2)CC1	.	-23%	-3%	.
CCOC(=O)CC(=O)CSc1nc2ccccc2c(=O)n1-c1ccc(C(=O)NCCOC)cc1	-10	-17%	-6%	2
O=C(NCCc1ccccc1)c1cccc(Br)n1	.	0%[0.00818 µM]	13%[0.0915 µM]	.
CN1CCN(NC(=O)c2cccc3ccccc23)CC1	23	1%	.	.
Cc1ccc(NC(=O)NNC(=O)c2cccs2)cc1	48	-1%	.	-5
CC(Oc1ccc2oc3ccccc3c2c1)C(=O)NC12CC3CC(CC(C3)C1)C2 (stereo not given)	-20	1%	.	2
Cc1onc(-c2ccccc2)c1C(=O)N1CCCc2ccccc21	3	-6%	3%	10
CCN(CC)S(=O)(=O)N1CCC(C(=O)NC2CCCC2)CC1	22	-4%	-2%	-3
Cc1ccc2nc(NC(=O)c3ccc(-c4nc5ccccc5s4)s3)sc2c1	107	1%	.	.
COCCNC(=O)c1ccccc1-c1ccccc1C(=O)O	5	1%	4%	-9
CCCOc1ccccc1C1NC(=O)NC(C)=C1C(=O)OCc1ccccc1 (stereo not given)	-13	-4%	.	?
CC(=O)c1c(C)[nH]c(C(=O)OCC(=O)Nc2cc(S(=O)(=O)N3CCCCC3)ccc2C)c1C	?	2%	.	.
COc1ccc(CNC(=O)Nc2ccc(OC)cc2)cc1	?	-4%	0%	6
CCC(Sc1nccn1C)C(=O)Nc1cccc2ccccc12 (stereo not given)	?	5%	.	-7
COc1ccc(N(CC(=O)N/N=C/c2ccco2)S(=O)(=O)c2ccccc2)cc1	-14	-3%	-11%	5
CCCCn1cnc(C(=O)OCC)c1N	10	-2%	.	.
Cc1cc(Nc2ccc(C(C)C)cc2)n2ncnc2n1	51	-1%	.	3
COc1cc(/C=C(/C(=O)c2cccs2)c2nc3ccccc3[nH]2)cc(OC)c1O	-2	-20%	-29%	19
O=C(O)CCSSCCC(=O)O	.	-1%	-10%	.
Other entries.
SMILES	PNC inhibitor	ALOX12 inhib	15-hLO-2 inh	IMPase inh
CC(C)N1CCc2c(sc(NC(=O)c3ccc(S(=O)(=O)N4CCOCC4)cc3)c2C(N)=O)C1	-14	5%	.	-4
COC(=O)c1ccc(NC(=O)CSc2ccccn2)cc1	?	-6%	4%	-1
Cn1nc(C(F)(F)F)c(C(=O)Nc2ccc(F)cc2F)c1Sc1cccc(Cl)c1	22	-11%	-7%	5
COc1c(S(=O)(=O)N2CCN(c3ccc(F)cc3)CC2)ccc(Cl)c1Cl	19	3%	9%	-3
CCCCn1c(SCC(N)=O)nc2ccc(N3CCOCC3)cc2c1=O	-14	-9%	-4%	-2
CC(C)CCn1c(S(=O)(=O)O)nc2ccccc21	12	0%	-5%	2
COc1ccc(NC(=S)Nc2ccccc2F)c(OC)c1	-26	-2%	-13%	-2
CCOc1cc(CNCCO)c(Cl)cc1OCC(=O)NCCc1ccccc1	63	3%	-3%	-3
COc1ccc(CCn2c(C(C)C)nc3c(c(=O)c4ccccc4n3C)c2=O)cc1	-14	-3%	.	.
CCCc1[nH]nc2c1C(/C(C)=C/c1ccccc1)C(C#N)=C(N)O2 (stereo not given)	?	-18%	-2%	0
CCN1CCC2(CC1)C(C#N)=C(N)Oc1c2sc2nc(C)cc(C)c12	?	-8%	6%	4
CC(=O)N1C(=O)C(=C2C=C(C)OC(C)=C2)c2ccccc21	38	-5%	-14%	6
Cc1cccc(NC(=O)NCCc2c[nH]c3ccccc23)c1	24	6%	0%	4
COCCN1C(=O)c2oc3ccccc3c(=O)c2C1c1cccc(O)c1 (stereo not given)	43	5%	0%	1
O=C(CCN1C(=O)C2C3C=CC(C3)C2C1=O)Nc1ccc2ncccc2c1 (stereo not given)	-18	-1%	13%	5
COc1ncc2nc(CCc3ccccc3)c(=O)n(C3CC3)c2n1	.	-2%	-7%	.
Cc1cc([N+](=O)[O-])ccc1NCc1ccc2ccccc2c1	28	-7%	-20%	9
COC(=O)c1ccc2c(=O)[nH]c(CSc3nnc(C(F)(F)F)n3C)nc2c1	-4	-4%	.	.
COc1ccc(C(O)C(CC(=O)NCCCOC(C)C)C(=O)NCCCOC(C)C)cc1OC (stereo not given)	?	7%	.	1
COC(=O)Cc1n[nH]c(=O)c2ccccc12	18	2%	-13%	2
CC(C)(C)c1cc(CCC(=O)NNC(=O)c2ccco2)cc(C(C)(C)C)c1O	-30	-3%	.	.
O=C(CCc1ccc(S(=O)(=O)NCc2ccccc2)cc1)NCC1CCCO1 (stereo not given)	-106*	0%	.	.
